# Imprint erasure: inducers of genomic imprint erasure in mouse ES cells; 110,000 compounds, 0.02% hits; mouse ES Peg3-LacZ reporter, beta-gal luminescence, 40 h; Potency, µM (highest dose often 60.7 µM), for inactives: at the highest dose activity change, positive = activation, actives largely listed as activators; AID 1948;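 also: 0% = negative control wells on the plate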
#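 Imprint erasure is scored as LacZ activity from the silenced maternal Peg3 allele in feeder-free female ES cells cultured 40 h with LIF. Luminescence is normalized to in-plate negative controls and fitted to the Hill equation.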
# p53ts 32C kill: p53ts cell cytotoxicity, permissive temperature; H1299-p53A138V at 32C, ATP luminescence viability, 24 h; Potency, µM (top dose mostly 46.1 µM), for inactives: at the highest dose activity change, negative = cytotoxicity, usual class: cytotoxic; 130,000 compounds, 0.93% hits;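 also: 0% = DMSO and -100% = full killing by reference compound; nearly all actives have a fitted effect of over 55% in size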
#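 H1299-p53 A138V cells (temperature-sensitive p53) exposed 24 h to up to 46 uM compound at 32C, where p53 is wild-type in conformation. Viability read as ATP luminescence and normalised to DMSO and 100 uM tamoxifen. AC50 fitted with the Hill equation.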
# p53ts 39C tox: kills p53ts cells at the nonpermissive temperature | H1299-p53A138V viability at 39C, ATP luminescence, 24 h | Potency, µM (highest dose often 46.1 µM), for the others: at the highest dose activity change, negative = cell killing, hits mostly cytotoxic | 130,000 compounds, 1.5% hits | AID 902; also: nearly all actives have a fitted effect of over 55% in size
# IkB sig inh: IkB pathway inhibition in ABC-DLBCL cells | 110,000 compounds, 0.04% hits | ABC-DLBCL IkBa-CBG/CBR dual luciferase ratio, 4 h; response scale: scaled: untreated 0%, proteasome inhibitor 100% | Potency, µM (series often up to 57.1 µM), for the others: at the highest dose IkBa stabilization activation | AID 445; active = well fitted curve in the direction sought with a large enough effect in the signal ratio, not every such curve was filed as active; inconclusive = small, poorly fitted or top-dose-only effect, or a change in a side signal; the % refers to the signal ratio;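 also: the direction sought is a rising ratio; 0% = basal untreated cells and 100% = reference inhibitor full response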
#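 Luminescence ratio of IκBα-fused green versus native red beetle luciferase in OCI-Ly3 cells, 4 h post-doxycycline with compound; red signal alone, scaled from basal (0%) to zero light (-100%), flagged nonspecific or cytotoxic effects.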
# Numbers without * were called inactive; ? = inconclusive; · = not tested or not shown; [ ] = another dose, or the depositor's remark. Unless noted, calls follow the shape of the dose curve; as a rule, active = well fitted curve in the direction sought with a large enough effect; inconclusive = small, poorly fitted or top-dose-only effect, or another doubt; inactive = no such curve, though single readings can be large; an effect the other way counts as inactive or inconclusive. Unless noted, % is scaled to controls: 0 for no effect and ±100 for the full control effect; potency is read from the fitted curve at half-maximal effect.
item	compound	Imprint erasure	p53ts 32C kill
1	COCCNC(=O)[C@H](C)[C@H]1C[C@]1(C)[C@H](NC(=O)OCc1ccccc1)c1ccccc1	-10%	5%
2	CCCCOc1ccccc1NC(=O)Cn1c(-c2nonc2N)nc2ccccc21	-26%	-12%
3	COc1cccc(CN(C(=O)COc2ccc(Cl)c(C)c2)C2CCS(=O)(=O)C2)c1 (stereo not drawn)	11%[10.9 µM]	2%
4	Cc1ccc(NC(=O)C2CC(=O)NC(N3CCc4ccccc43)=N2)cc1 (stereo not drawn)	-38%[inhibitor]	0%
5	Cc1c(NC(=O)CSc2ccccn2)c(=O)n(-c2ccccc2)n1C	0%	2%
6	Cc1ccc(CCNc2nc3c(S(=O)(=O)c4ccc(C)cc4)nnn3c3ccsc23)cc1	-15%[10.9 µM]	6%
7	Cc1ccc(CNC(=O)C(=O)NCC(c2ccco2)S(=O)(=O)c2ccccc2)cc1 (stereo not drawn)	-10%[10.9 µM]	6%
8	Cc1nc(-c2ccccc2)sc1CCNC(=O)c1ccco1	-17%[10.9 µM]	5%
9	Cc1ccc2oc(C(=O)N(Cc3cccc(F)c3)C3CCS(=O)(=O)C3)c(C)c2c1 (stereo not drawn)	-16%[10.9 µM]	-2%
10	Cc1ccc(N(C(=O)c2ccncc2)C2C=CS(=O)(=O)C2)cc1 (stereo not drawn)	1%	10%

item	p53ts 39C tox	IkB sig inh
1	-4%	·
2	2%	0.5%
3	-12%	?
4	-3%	5.2%
5	3%	0.5%
6	-7%	?
7	-9%	0.5%
8	-6%	-1.7%
9	1%	?
10	0%	-0.3%

# The list goes on; it opens with the 4 that closed the last part.
item	compound	Imprint erasure	p53ts 32C kill
7	Cc1ccc(CNC(=O)C(=O)NCC(c2ccco2)S(=O)(=O)c2ccccc2)cc1 (stereo not drawn)	-10%[10.9 µM]	6%
8	Cc1nc(-c2ccccc2)sc1CCNC(=O)c1ccco1	-17%[10.9 µM]	5%
9	Cc1ccc2oc(C(=O)N(Cc3cccc(F)c3)C3CCS(=O)(=O)C3)c(C)c2c1 (stereo not drawn)	-16%[10.9 µM]	-2%
10	Cc1ccc(N(C(=O)c2ccncc2)C2C=CS(=O)(=O)C2)cc1 (stereo not drawn)	1%	10%
11	COc1cccc(C2CC(=O)N3CN(C4CCCCC4)CSC3=C2C#N)c1 (stereo not drawn)	9%[10.9 µM]	13%
12	O=C/C(=C\Nc1ccccn1)c1nc2cc(Cl)ccc2o1	·	-1%
13	O=C(CN1CCOc2ccccc21)N1CCC(Cc2ccccc2)CC1	-35%[inhibitor]	-9%
14	CCCCCc1c(C)nc(Nc2ccccc2)[nH]c1=O	-6%	7%
15	CCOc1ccccc1CNC(=O)C1CCN(Cc2cc3ccccc3n2Cc2ccccc2)CC1	-16%[10.9 µM]	17%
16	CCc1ccc(-n2c(=O)c3sc4ccccc4c3n(CC(=O)N(CC)Cc3ccccc3)c2=O)cc1	-19%[10.9 µM]	5%
17	CCOC(=O)N1CCC(Nc2c(NCCCN(C)Cc3ccccc3)c(=O)c2=O)CC1	-9%	-1%
18	Cc1ccc(-n2nnc3c(=O)n(Cc4cc(C)ccc4C)cnc32)cc1	-12%	-15%
19	Cc1ccc(-c2cc(C(=O)NCCCN3CCOCC3)no2)cc1	-10%	-13%
20	O=C(O)CCCCCN1C(=O)c2ccc(C(=O)O)cc2C1=O	-3%	-4%

item	p53ts 39C tox	IkB sig inh
7	-9%	0.5%
8	-6%	-1.7%
9	1%	?
10	0%	-0.3%
11	10%	-1.9%
12	30%	·
13	-1%	?
14	7%	-1.9%
15	-17%	1.5%
16	-3%	-0.5%
17	3%	-2.5%
18	-13%	-0.6%
19	-1%	?
20	1%	2.8%

# Next entries follow.
item	compound	Imprint erasure	p53ts 32C kill
21	COc1ccc(NC(=O)Cn2c(=O)oc3cc(S(=O)(=O)N4CCCCC4C)ccc32)cc1 (stereo not drawn)	-23%[10.9 µM]	-18%
22	C=CCn1c(SCc2cccc(C#N)c2)nnc1-c1ccccc1O	-14%	9%
23	Cc1occc1C(=O)Nc1nnc(C2CCCCC2)s1	·	10%
24	CCn1c(=O)c2cc(C(=O)NCCc3ccc(OC)c(OC)c3)sc2c2ccccc21	-14%[10.9 µM]	9%
25	Cc1cc(C(=O)CSc2nnnn2C)c(C)n1-c1cccc(F)c1	-49%[inhibitor]	-11%
26	O=C(COc1ccc(CO)cc1)Nc1ccc(F)cc1	3%	-7%
27	CCCOc1ccc(C(=O)Nc2ccc3oc(-c4ccc5ccccc5c4)nc3c2)cc1	11%[10.9 µM]	9%
28	CCCOc1ccc(OCCSc2ncccn2)cc1	-47%[inhibitor]	-23%
29	CCCOc1c(OC)cccc1C1CC(=O)Nc2cc3c(cc21)OCCO3 (stereo not drawn)	-14%	21%
30	CCCOc1ccccc1Cn1c(=O)sc2ccccc21	-11%[10.9 µM]	-5%

item	p53ts 39C tox	IkB sig inh
21	9%	?
22	-3%	-1.3%
23	6%	·
24	-28%	0.6%
25	-4%	1.3%
26	-4%	-0.1%
27	10%	2.1%
28	-18%	-4.8%
29	82%	?
30	-13%	?

# The results go on.
item	compound	Imprint erasure	p53ts 32C kill
31	CCOC(=O)C1CCCN(C(=O)Cn2ncc3c(C)n(Cc4ccccc4F)c(C)c3c2=O)C1 (stereo not drawn)	-7%[10.9 µM]	8%
32	COc1ccccc1CNc1cc(-c2ccccc2Cl)ncn1	-5%	-30%
33	Cc1ccc(-n2c3c(c(=O)[nH]c2=O)C(NS(=O)(=O)c2ccc(C)cc2)(C(F)(F)F)C(=O)N3)cc1 (stereo not drawn)	15%[10.9 µM]	1%
34	COc1cc(OC)cc(C(=O)Nc2ccc(-c3nc4ccccc4o3)cc2)c1	-18%	2%
35	Cc1cc(C)c(NC(=O)C(C)n2nc(C)c3sc4ccccc4c3c2=O)c(C)c1 (stereo not drawn)	12%[10.9 µM]	-1%
36	COCCNC(=O)c1ccc2nc(Cc3ccccc3)oc2c1	-15%[10.9 µM]	-4%
37	O=C(OCC1CCCO1)c1ccc2c(c1)N(Cc1cccc(Cl)c1)C(=O)c1ccccc1S2(=O)=O (stereo not drawn)	10%[10.9 µM]	10%
38	COc1ccccc1-c1nc(NCCc2cnc[nH]2)c2ccccc2n1	?	1%
39	CCn1c(=O)cc(OCC(=O)NCCCN2CCC(C)CC2)c2ccccc21	-14%	-3%
40	C=CCC1c2cccc(C(=O)O)c2C(=O)N1c1ccc(F)cc1 (stereo not drawn)	11%	9%

item	p53ts 39C tox	IkB sig inh
31	-16%	?
32	?	6.5%[11.4 µM]
33	22%	2.8%
34	1%	16%
35	-5%	-0.5%
36	-11%	-2.2%
37	-11%	-0.9%
38	-10%	-5.9%[11.4 µM]
39	-13%	6.3%
40	5%	1.1%

# Gathered by group: the compounds so far containing a COOH group
item	compound	Imprint erasure	p53ts 32C kill
20	O=C(O)CCCCCN1C(=O)c2ccc(C(=O)O)cc2C1=O	-3%	-4%
40	C=CCC1c2cccc(C(=O)O)c2C(=O)N1c1ccc(F)cc1 (stereo not drawn)	11%	9%

item	p53ts 39C tox	IkB sig inh
20	1%	2.8%
40	5%	1.1%

# Remaining list, next part:
item	compound	Imprint erasure	p53ts 32C kill
41	COc1ccc(C(=O)CCC(=O)O)cc1	0%	8%
42	CCOc1ccc2oc(-c3ccccc3)c(C(=O)N3CCN(C)CC3)c2c1	1%	17%
43	COc1ccc(Cl)cc1NC(=O)c1cc(S(=O)(=O)N2CCC(C)CC2)cn1C	2%[10.9 µM]	7%
44	CCCCN(CC)CCNc1c(NC2CCN(C(=O)OCC)CC2)c(=O)c1=O	-15%	0%
45	Cc1ccccc1OCC(O)Cn1c(NCc2ccco2)nc2c1c(=O)n(C)c(=O)n2C (stereo not drawn)	-19%	-4%
46	CCSc1ccccc1C(=O)Nc1nncs1	-15%	-1%
47	Cc1ccc(-c2nc3scc(CCNS(=O)(=O)c4c(C)noc4C)n3n2)cc1	11%[10.9 µM]	-7%
48	CS(=O)(=O)N1CCC2(CC1)CN(Cc1ccccc1)C2	·	2%
49	CCC(Oc1ccccc1)C(=O)Nc1ccc(S(=O)(=O)NCC2CCCO2)cc1 (stereo not drawn)	-8%	8%
50	Cc1cc(C)cc(NC(=O)c2cc(S(=O)(=O)N3CCOCC3)cn2C)c1	-5%[10.9 µM]	6%

item	p53ts 39C tox	IkB sig inh
41	1%	4.8%
42	-1%	-2.6%
43	-1%	0.2%
44	-4%	3.0%
45	-7%	1.0%
46	3%	-1.4%
47	-6%	-1.3%
48	13%	1.3%[11.4 µM]
49	4%	1.5%
50	?	-1.1%

# Going on with the list:
item	compound	Imprint erasure	p53ts 32C kill
51	O=C(C1Cc2ccccc2O1)N1CCCCC1 (stereo not drawn)	5%	1%
52	COc1cccc(OCC(O)CN2CCOCC2)c1 (stereo not drawn)	-7%	-15%
53	Cc1sc2nc3n(c(=O)c2c1C)Cc1ccccc1-3	-20%	0%
54	NC(=O)C1(N2CCCCC2)CCN(C(=O)c2ccc(C#Cc3ccccc3)o2)CC1	-20%	1%
55	COc1ccc(NC(=O)CS(=O)CC(=O)Nc2ccc(OC)c(OC)c2)cc1 (stereo not drawn)	4%	8%
56	COC(=O)CSc1nnc(SCc2ccccc2)s1	-20%	-12%
57	COc1ccc(CCNC(=O)c2cccnc2)cc1OC	-2%	0%
58	Cc1ccsc1CN(C(=O)COc1ccccc1Cl)C1CCS(=O)(=O)C1 (stereo not drawn)	-8%[10.9 µM]	-3%
59	CCCCn1c(SCC(=O)NCc2ccco2)nnc1-c1ccoc1C	0%	1%
60	COc1ccccc1CNc1ncnc2ccc(-c3ccccc3C#N)cc12	-17%	-2%

item	p53ts 39C tox	IkB sig inh
51	-2%	1.9%
52	5%	-0.2%
53	0%	1.3%
54	-5%	?
55	-3%	0.4%
56	-9%	?
57	5%	0.8%
58	-9%	?
59	-3%	2.8%
60	-7%	2.6%[11.4 µM]

# Continued.
item	compound	Imprint erasure	p53ts 32C kill
61	Cc1ccccc1C(=O)n1nc(-c2cccnc2)nc1NCc1ccc(F)cc1	-11%[10.9 µM]	4%
62	Cc1ccc(C)c(N2CCN(C(=O)CSCc3ccccc3Cl)CC2)c1	-10%[10.9 µM]	?
63	CCCCS(=O)(=O)c1oc(-c2ccc(F)cc2)nc1S(=O)(=O)c1ccc(C)cc1	-37%[inhibitor][10.9 µM]	13µM*
64	CCOC(=O)C1=C(C)Nc2ncnn2C1c1cc(OC)ccc1OC (stereo not drawn)	-6%	3%
65	CCCCCCOc1ccc(OC(=O)c2ccncc2)cc1	·	-3%
66	O=C(NCc1cccs1)c1cc(-c2cccc(Cl)c2)on1	-4%	-11%
67	O=C(Nc1nnc(-c2ccccc2Cl)o1)c1ccco1	-29%	13µM*
68	Cc1oc(C)c2c(=O)cc(-c3ccc4c(c3)OCO4)cc(OC(=O)c3ccc(Cl)cc3)c12	-13%[10.9 µM]	9%
69	COc1cc(OC)c(NS(=O)(=O)c2ccc3oc(=O)c4ncn(C)c4c3c2)cc1Cl	?	4%
70	COc1ccc(C)cc1N(CC(=O)Nc1cccc(N(C)S(C)(=O)=O)c1)S(C)(=O)=O	3%	-20%

item	p53ts 39C tox	IkB sig inh
61	-8%	?
62	?	?
63	4µM*	?
64	3%	-1.1%
65	9%	·
66	-13%	?
67	10µM*	?
68	0%	-0.6%
69	14%	1.4%
70	-20%	-0.5%

# Other structures follow:
item	compound	Imprint erasure	p53ts 32C kill
71	CC(=O)Nc1c(C)nn(-c2ccccc2)c1N1CCC(C(=O)Nc2ccccc2F)CC1	8%[10.9 µM]	18%
72	COCCNC(=O)CSc1nc2cc3c(cc2c(=O)n1CCCC(=O)NCc1ccc(OC)cc1)OCO3	-8%[10.9 µM]	-2%
73	CCOC(=O)N1CCN(CC(=O)c2c(C)[nH]c3ccccc23)CC1	-28%	-1%
74	CCN1CCN(C2=C(Cl)C(=O)N(Cc3ccccc3)C2=O)CC1	·	-7%
75	O=C1C2CCCN2C(c2ccc(F)cc2)N1c1cccc(Cl)c1 (stereo not drawn)	-15%	-8%
76	O=c1cc(COn2nnc3ccc(C(F)(F)F)cc32)nc2sccn12	-12%	-18%
77	Cc1ccc(C(N)=S)c(C)c1	0%	-8%

item	p53ts 39C tox	IkB sig inh
71	18%	0.0%
72	6%	0.2%
73	3%	1.1%
74	1%	·
75	-4%	1.0%
76	-6%	2.2%
77	-10%	-0.6%

# Screening data as filed in PubChem BioAssay.
